# MKP-3 inhibition = MKP-3 phosphatase inhibitors, primary screen, biochemical, rat enzyme, in vitro (AID 425). 110,000 tested, 0.17% active. Dual specificity protein phosphatase 6 (Rattus norvegicus). inhibition, % at 20 µM, or IC50 in µM where a hit was titrated. recombinant MKP-3 phosphatase activity, fluorescence; higher % means a stronger effect; in the data active means inhibition above about 50%;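 further: plate controls were vehicle for no effect and reference inhibitor for full effect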
# Hsp70 inhibitors = Hsp70 inhibitors, probe displacement, primary screen, biochemical, fluorescence polarization (AID 583) | Heat shock 70 kDa protein 1A (Homo sapiens) | Hsp70 fluorescence polarization probe displacement, mP; higher % means a stronger effect | displacement, % at 20 µM, or IC50 in µM where a hit was titrated | 140,000 tested, 0.06% active; in the data active means displacement above about 50%;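 further: plate controls were vehicle for no effect and reference ligand for full effect; a part of the inactive calls stands beside numbers as strong as those of hits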
# Numbers without * were called inactive; x = no result given; & = joins results of further samples. A portion of the library; count on the stated rates, not on these rows.
SMILES,MKP-3 inhibition,Hsp70 inhibitors
COc1ccc(C(c2nnnn2C(C)(C)C)N2CCN(c3nc4ccccc4s3)CC2)cc1 (configuration not stated),-7%,-1.1%
COc1ccc(OC)c(NC(=O)CSc2nnnn2-c2ccccc2F)c1,-9%,-1.8%
COc1ccc(Br)cc1C(=O)Nc1ccc(O)c(-c2nc3cc(C)c(C)cc3o2)c1,5%,0.7%
Cc1nc2ccccc2c(=O)n1/N=C/c1c(O)ccc2ccccc12,1%,x
C=CCN1C(=O)/C(=C\c2ccc(OCc3ccc(COc4ccc(C=O)cc4OC)cc3)c(OC)c2)SC1=S,6%,-34%
N#C/C(C(=O)c1ccccc1)=C1/CCCN1,-1%&0%,3.3%&-1.1%
Cc1noc(C)c1S(=O)(=O)N1CCCC(C(=O)Nc2nccs2)C1 (configuration not stated),4%,1.4%
O=C1/C(=C/c2ccc(Cl)cc2)SC(=S)N1CCc1ccccc1,-1%,2.5%
CCN1C(=O)C2(C(C#N)=C(N)Oc3n[nH]c(C(C)C)c32)c2ccccc21 (configuration not stated),5%,3.9%
CCOC(=O)CSC1=NC(=O)CS1,-5%,-1.7%
COC(=O)CCCC(=O)Nc1ccc(Cl)c(Cl)c1,-12%,0.2%
O=C1CN(C(=O)CCCc2c[nH]c3ccccc23)c2ccccc2N1,-3%,22%
CCn1nc(C)c(NS(=O)(=O)c2ccccc2)c1C,x,4.1%
COc1ccc(Nc2ncc(C(=O)N3CCN(Cc4ccccc4)CC3)c3ccccc23)cc1,x,1.7%
CC1=C(C)CC(C(=O)N2CCN(Cc3ccccc3)CC2)C(C(=O)O)C1 (configuration not stated),3%,2.1%
O=C(NCc1ccc(Cl)cc1)c1cnccn1,x,-0.1%
COc1ccccc1OCCOc1ccc(/C=C2/C(=O)NC(=O)N(c3ccccc3C)C2=O)cc1OC,4%,-2.9%
COc1ccc(Br)cc1C(=O)Nc1ccc(-c2nc3ncccc3o2)cc1,9%,-2.4%
C=CCn1cnc2c(c1=O)c1nc3ccccc3nc1n2Cc1ccccc1,1%,-3.8%
O=C(CCCN1CCOCC1)c1ccc2c(c1)OCCO2,-2%,4.7%
Cc1ccc(C)c(C(=O)CC2(O)C(=O)N(C)c3ccccc32)c1 (configuration not stated),-1%,0.3%
COc1ccc(C(=O)Nc2nc3c(C)cc(C)cc3s2)cc1Br,3%,1.9%
CCOc1nc(N(C)C)nc(-n2nnc(C(C)=O)c2C)n1,1%,-0.4%
COc1ccc(C2NC(=O)c3ccccc3O2)c(OC)c1OC (configuration not stated),-2%,6.2%
O=C(Nc1ccc(F)cc1)c1sc2cc(Cl)ccc2c1Cl,4%,0.2%
Cc1nn(C)c(C)c1S(=O)(=O)N1CCc2ccccc21,5%,2.8%
O=C(/C=C/c1ccc(Cl)cc1)Nc1ccc(I)cc1Cl,2%,-2.2%
CC1CCC(NC(=O)C2CCN(c3cnccn3)CC2)CC1 (configuration not stated),1%,-1.5%
Cn1nc(CC(=O)NC2CCCCCC2)c2ccccc2c1=O,-2%,6.8%
CC(=O)CS(=O)(=O)c1ccc(Oc2ccc(S(=O)(=O)CC(C)=O)cc2)cc1,x,-3.5%
Cc1cc(C)n2nc(-c3ccc(F)cc3)cc2n1,0%,3.6%
CCOC(=O)C1CCN(C(c2cccc(F)c2)c2sc3nc(C)nn3c2O)CC1 (configuration not stated),-14%,-4.5%
O=C(c1ccc(Cl)cc1)N(c1ccccc1)C1C=CS(=O)(=O)C1 (configuration not stated),0%,0.4%
CCN(CC)CCNc1nc(-c2ccco2)c2c(c1C#N)CC(C)(C)OC2,-2%,4.5%
COc1ccc(/C=C/C(=O)CC(O)(c2ccccc2)C(F)(F)F)cc1 (configuration not stated),x,4.7%
CCCCC(Nc1ncnc2ccccc12)C(=O)O (configuration not stated),x,1.9%
COc1ccc(Cl)cc1N(CC(=O)Nc1ccc2c(c1)OCO2)S(C)(=O)=O,-8%,1.3%
Cc1ccccc1NC(=O)N1C2CCCC1CC(NC(=O)C1CC1)C2 (configuration not stated),0%,0.9%
O=S(=O)(Nc1cccc2cccnc12)c1ccc(S(=O)(=O)N2CCCC2)cc1,7%,2.3%
O=C(CSc1cccc(C(F)(F)F)c1)N1CCN(S(=O)(=O)c2ccccc2)CC1,-3%,3.0%
CC(C)(C)c1ccc(OCC(=O)NC2CCS(=O)(=O)C2)cc1 (configuration not stated),3%,1.5%
CC1=C(C(=O)OCCCc2ccccc2)C(c2cccs2)NC(=O)N1 (configuration not stated),2%,0.1%
CC(C)(C)C1=C2OCC3COC2(O3)C(C(C)(C)C)=C(O)C1=O (configuration not stated),1%,1.5%
CCOC(=O)c1sc(NC(=O)c2ccc(OC)c(OC)c2)c(C(N)=O)c1C,1%,2.0%
O=C(Nc1ccc(Cl)cc1)Nc1nnc(Cc2ccccc2)s1,0%,4.1%
CC1CCN(c2cc(N3CCN(C(=O)c4c(F)cccc4F)CC3)c([N+](=O)[O-])cc2F)CC1,1%,-1.0%
Cc1nn(Cc2ccccc2)c(C)c1C(=O)OCC(=O)c1cc(C)n(CC(F)(F)F)c1C,x,1.2%
O=C(c1cccs1)N1CCN(C2CCCC2)CC1,0%,1.7%
O=C(Nc1ccc(I)cc1Cl)c1ccc(-c2cccc(Cl)c2)o1,5%,0.5%
CC(C)(C)c1csc(N/N=C\c2ccccc2)n1,0%,-3.0%
CCN=C(Nc1ccc2c(c1)OCO2)SC1CC(=O)N(c2ccccc2F)C1=O (configuration not stated),-10%,-2.3%
COc1ccc(-c2cc(C(=O)Nc3ccccc3OC)c3ccccc3n2)cc1,-2%,0.3%
CCCCOC(=O)C1CCCC(C(=O)OCCCC)N1 (configuration not stated),-16%,-1.7%
CCOc1ccc(C2c3c(oc4cc(C)c(C)cc4c3=O)C(=O)N2CCCN2CCOCC2)cc1 (configuration not stated),-11%,-2.4%
Cn1nc(CC(=O)NC2CCCCCCCCCCC2)c2ccccc2c1=O,x,7.7%
O=C(Cc1ccccc1)Nc1sc2c(c1C(=O)Nc1ccc(Cl)cc1)CCC2,4%,-2.5%
O=C(CSc1nc(-c2ccccc2)cs1)N1CCN(C(=O)c2ccco2)CC1,-6%,-0.6%
O=C(O)c1ccccc1-c1ccccc1C(=O)Nc1ccc(I)cc1,5%,2.0%
Cc1nc2ccccc2c2oc(C(=O)NCC3CCCO3)cc12 (configuration not stated),0%,-2.2%
CC(=O)c1ccc(OC(=O)c2ccc([N+](=O)[O-])cc2)cc1,-2%,-1.1%

# New compounds follow:
SMILES,MKP-3 inhibition,Hsp70 inhibitors
Cc1ccc(S(=O)(=O)C(CC(=O)c2cccs2)c2ccc(Cl)cc2)cc1 (configuration not stated),3%,-1.1%
Cc1ccc(O)c(-c2cc(C(F)(F)F)[nH]n2)c1,x,-0.5%
COc1ccc(-c2nnc(Nc3nc4c(OC)cccc4s3)o2)cc1,9%,x
COC(=O)c1ccc(Cl)c(NC(=O)CN(c2ccc3c(c2)OCO3)S(C)(=O)=O)c1,8%,9.7%
O=C(NN1C(=O)c2ccccc2C1=O)c1ccc2c(c1)C(=O)N(c1nccs1)C2=O,-3%,6.7%
CCCCOc1ccc(C(=O)O/N=C2/CCc3cc(OC)ccc32)cc1,2%,-5.7%
O=C(O)c1ccc(COc2c(F)c(F)cc(F)c2F)o1,-6%,4.6%
O=C1c2ccccc2C(=O)N1c1cccc2ncccc12,-1%,-1.8%
O=C(NC(Nc1ccc(I)cc1)C(=O)c1ccccc1)c1ccco1 (configuration not stated),0%,1.1%
CC(C)CNC(=O)c1coc(=O)c(Br)c1,x,-1.5%
COc1ccccc1C(=O)Nc1cccnc1,1%,-3.2%
Cc1ccsc1C(=O)NNC(=O)C1CCCCC1C(=O)O (configuration not stated),x,8.4%
O=C(c1ccc(Br)o1)N1CCN(c2ccc3nnc(-c4ccccc4)n3n2)CC1,-2%,x
Cc1nnc(NC(=O)CCCCCN2C(=O)C3C4C=CC(C4)C3C2=O)s1 (configuration not stated),-7%,0.6%
COc1ccc(C2/C(=C(/O)c3ccc(C)cc3)C(=O)C(=O)N2CCCn2ccnc2)cc1OC (configuration not stated),4%,4.5%

# Some of the entries above in another layout.
# Results follow in this order: MKP-3 inhibition, Hsp70 inhibitors
- O=C1c2ccccc2C(=O)N1c1cccc2ncccc12
    -1%, -1.8%
- O=C(O)c1ccc(COc2c(F)c(F)cc(F)c2F)o1
    -6%, 4.6%

# (further entries)
SMILES,MKP-3 inhibition,Hsp70 inhibitors
COc1ccc(Cc2nn3c(-c4ccccc4OC)nnc3s2)cc1,-16%,-1.3%
CCn1c(=O)n(CC(=O)NC2CCCC(C)C2C)c(=O)c2ccccc21 (configuration not stated),x,-0.3%
CSc1n[nH]c(NC(=O)c2cc(F)c(F)c(F)c2F)n1,4%,-3.0%
CCC(=O)Nc1ccc2c(c1)nc(CCN1CCN(C)CC1)n2C,0%,2.7%
CCOc1ccc(NC(=O)Cn2nnc(-c3ccccc3NC(=O)CC)n2)cc1,6%,5.9%
COc1ccc(Cl)cc1-c1n[nH]c(=S)o1,-5%&1%,1.7%&-9.7%
COc1ccc(C(=O)Nc2ccc(OC(F)(F)F)cc2)cc1,3%,1.9%
O=C(CN1C(=O)NC2(CCCC2)C1=O)N1CCN(C(=O)c2ccco2)CC1,-2%,-2.3%
Cc1ccc(CNC(=O)C2CCCN2C(=O)NCc2ccccc2)cc1 (configuration not stated),x,2.0%
CC(C)(C)c1cc(C2=C(N3CCOCC3)C(=O)c3ccccc3C2=O)cc(C(C)(C)C)c1O,8%,-0.7%
COc1cccc(CNS(=O)(=O)c2cc(Br)cc3c2N(C(C)=O)C(C)C3)c1 (configuration not stated),x,8.7%
C=CCNC(=O)/C(=C\c1ccc2c(c1)OCO2)NC(=O)c1ccco1,2%,-0.6%
Cc1ccccc1Nc1nc(CSc2nnc(-c3ccoc3C)n2C)cs1,-1%,1.4%
COc1ccccc1Oc1c(C)oc2c(CN3CCN(C)CC3)c(O)ccc2c1=O,-5%,-0.6%
Cc1nc(SCC(=O)Nc2nnc(-c3ccc([N+](=O)[O-])cc3)s2)n[nH]1,3%,-4.7%
COc1ccc(Nc2ncc3c(n2)CC(c2ccc(C)cc2)CC3=O)cc1 (configuration not stated),x,1.6%
C=CCOc1nc2c(c(=O)n(C)c(=O)n2C)n1Cc1ccc(Cl)cc1Cl,-3%,-4.7%
COc1cc(N2C(=O)NC3CC2(C)Oc2ccc(Br)cc23)cc(OC)c1OC (configuration not stated),-15%,-0.6%
CCCC12CN(C(=O)c3ccc(OC)cc3)CC(C)(CN(C(=O)c3ccc(OC)cc3)C1)C2=O,-10%,-3.6%
O=C1OCc2cc(NC(=O)C34CC5CC(CC(C5)C3)C4)ccc21,x,0.8%
Cc1ccc(/C(N)=N/OC(=O)c2ccccc2Br)cc1,-6%,2.9%
CCOC(=O)N1CCN(c2nc(-c3ccc(F)cc3)cs2)CC1,-2%,5.8%
CCN(CC)C(=O)Cn1nnc(-c2ccc(C)o2)n1,-6%,-1.4%
COc1ccccc1-n1c(CNC(=O)c2ccco2)nnc1SCC(=O)Nc1nccs1,-2%,10%
N#CCCn1c(Cl)nc2ccccc21,-10%,-7.4%
CC(=O)Nc1ccc(C(=O)N2CCN(C(=O)c3ccco3)CC2)cc1,-1%,-3.1%
COc1ccc(C(=O)N=c2c(C#N)cc3c(=O)n4cccc(C)c4nc3n2Cc2ccco2)cc1,x,0.7%
O=C1CC(Cc2ccccc2)C(=O)N1CCCn1ccnc1 (configuration not stated),-2%,-1.5%
O=C(CCCn1c(=S)[nH]c2cc3c(cc2c1=O)OCO3)N1CCN(c2ccccc2)CC1,7%,-1.1%
OC(CN1CCOCC1)Cn1c(-c2cccc(Cl)c2)nc2ccccc21 (configuration not stated),-9%,0.4%
O=C(COC(=O)C12CC3CC(CC(C3)C1)C2)NCc1ccco1,8%,-1.1%

# Molecules above that have fluorine:
SMILES,MKP-3 inhibition,Hsp70 inhibitors
COc1ccc(OC)c(NC(=O)CSc2nnnn2-c2ccccc2F)c1,-9%,-1.8%
O=C(Nc1ccc(F)cc1)c1sc2cc(Cl)ccc2c1Cl,4%,0.2%
Cc1cc(C)n2nc(-c3ccc(F)cc3)cc2n1,0%,3.6%
CCOC(=O)C1CCN(C(c2cccc(F)c2)c2sc3nc(C)nn3c2O)CC1 (configuration not stated),-14%,-4.5%
COc1ccc(/C=C/C(=O)CC(O)(c2ccccc2)C(F)(F)F)cc1 (configuration not stated),x,4.7%
O=C(CSc1cccc(C(F)(F)F)c1)N1CCN(S(=O)(=O)c2ccccc2)CC1,-3%,3.0%
CC1CCN(c2cc(N3CCN(C(=O)c4c(F)cccc4F)CC3)c([N+](=O)[O-])cc2F)CC1,1%,-1.0%
Cc1nn(Cc2ccccc2)c(C)c1C(=O)OCC(=O)c1cc(C)n(CC(F)(F)F)c1C,x,1.2%
CCN=C(Nc1ccc2c(c1)OCO2)SC1CC(=O)N(c2ccccc2F)C1=O (configuration not stated),-10%,-2.3%
Cc1ccc(O)c(-c2cc(C(F)(F)F)[nH]n2)c1,x,-0.5%
O=C(O)c1ccc(COc2c(F)c(F)cc(F)c2F)o1,-6%,4.6%
CSc1n[nH]c(NC(=O)c2cc(F)c(F)c(F)c2F)n1,4%,-3.0%
COc1ccc(C(=O)Nc2ccc(OC(F)(F)F)cc2)cc1,3%,1.9%
CCOC(=O)N1CCN(c2nc(-c3ccc(F)cc3)cs2)CC1,-2%,5.8%

# Compound activity as filed in PubChem.
